Compound activity from PubChem BioAssay.
TNAP inh Pi: inhibitors of human tissue-nonspecific alkaline phosphatase; purified TNAP, pNPP, malachite green phosphate absorbance; 21,000 tested, under 10 active; inhibition, % at 20 µM; P05186; AID 614
TNAP pNPP inh: blocks human TNAP p-nitrophenol release | P05186 | inhibition, % at 20 µM | purified TNAP, pNPP hydrolysis, absorbance 405 nm | AID 615 | 21,000 tested, under 10 active;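 also: 0% = DMSO only wells and 100% = 1 mM levamisole wells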
* = called active by the depositor; & = joins results of further samples.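 The calls were made as follows: active = inhibition above 50% at the 20 µM single-dose screen; inactive = the rest.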 Some of the compounds tested; count on the stated rates, not on these rows.

SMILES	TNAP inh Pi	TNAP pNPP inh
Cc1ccc(N(CC2=NCCN2)c2cccc(O)c2)cc1	10.1&11.0	4.3&8.2
CNCCCN1c2ccccc2CCc2ccccc21	9.5	2.2
C1COC(NC(C2CC2)C2CC2)=N1	2.6	-2.1
CCn1cc(C(=O)O)c(=O)c2cnc(N3CCNCC3)nc21	8.1	4.3
CCCCCC(=O)O[C@]1(C(C)=O)CC[C@H]2[C@@H]3CCC4=CC(=O)CC[C@]4(C)[C@H]3CC[C@@]21C	5.8	-1.4
O=C(O)c1cccnc1Nc1cccc(C(F)(F)F)c1	7.0	0.7
CC(=O)CCCCn1c(=O)c2c(ncn2C)n(C)c1=O	10.4	6.4
CN1CCCN=C1COC(=O)C(O)(c1ccccc1)C1CCCCC1 (configuration not stated)	6.8	2.9
CC1Cc2ccccc2N1NC(=O)c1ccc(Cl)c(S(N)(=O)=O)c1 (configuration not stated)	5.8	0.4
CCC(NC(C)C)C(O)c1ccc(O)c2[nH]c(=O)ccc12 (configuration not stated)	7.0	2.5

Individual results from the entries so far:
TNAP inh Pi result of O=C(O)c1cccnc1Nc1cccc(C(F)(F)F)c1 = 7.0
TNAP pNPP inh result of CN1CCCN=C1COC(=O)C(O)(c1ccccc1)C1CCCCC1 (configuration not stated) = 2.9
TNAP pNPP inh result of CC(=O)CCCCn1c(=O)c2c(ncn2C)n(C)c1=O = 6.4
TNAP inh Pi result of C1COC(NC(C2CC2)C2CC2)=N1 = 2.6
TNAP inh Pi result of CCC(NC(C)C)C(O)c1ccc(O)c2[nH]c(=O)ccc12 (configuration not stated) = 7.0

Arranged by value in TNAP pNPP inh (smallest number first): 3 from the list above.
SMILES	TNAP inh Pi	TNAP pNPP inh
C1COC(NC(C2CC2)C2CC2)=N1	2.6	-2.1
CNCCCN1c2ccccc2CCc2ccccc21	9.5	2.2
CCn1cc(C(=O)O)c(=O)c2cnc(N3CCNCC3)nc21	8.1	4.3
